Assay outcomes (PubChem BioAssay)
sdo1 growth: restores growth of sdo1-depleted yeast. z-score at 10 µM. S. cerevisiae sdo1-depleted JHY4D growth rescue, OD600 30 h; stronger effect = higher value; pdr5 snq2 efflux-pump mutant strain. 140,000 compounds, 0.21% hits;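 active means z-score above 3 at both the 24 hr and the 30 hr optical density reads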;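 further: z-score against mean and SD of all compound wells on the same plate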
INS promoter inh: TRM-6 insulin promoter activity inhibition; TRM-6 cells (human fetal islet line), insulin promoter-eGFP reporter, imaging; reporter expression induced with tamoxifen; inhibition, % at 2 µM; 130,000 compounds, 0.9% hits;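 active means inhibition above the mean plus 3 SD, with well images judged a real hit on visual review, cut at about 60% in these data, passing the limit was not always enough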
sdo1 growth Rescue 24 h: second read-out of sdo1 growth, no call of its own (marks repeat the call); z-score; S. cerevisiae sdo1-depleted JHY4D growth rescue, OD600; measured here: growth rescue at 24 h;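 0 is the plate mean of compound wells and units are plate SD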
An asterisk follows results filed as active; i = inactive; x = no result given. This is a random part of the collection. About 0.92% of those tested had a hit in this group.

SMILES	sdo1 growth	sdo1 growth Rescue 24 h	INS promoter inh
COc1ccc(-c2nc3ccccc3n2Cc2ccccc2)cc1	-1.3	0.24	1
O=C(Nc1cccc(S(=O)(=O)N2CCOCC2)c1)c1cn(-c2ccccc2)nc1-c1ccc(F)cc1	0.15	0.32	-84
COc1cccc(OC)c1C(=O)NC(=S)Nc1cc(-c2nc3ccccc3[nH]2)ccc1Cl	0.1	0.18	43
CNCC(O)CN(c1ccccc1)c1ccccc1 (configuration not stated)	x	x	27
COc1nnc(-c2ccc(N3CCOCC3)c(NC(=O)c3ccc(C)cc3)c2)c2ccccc12	-1.2	-1.2	-3
CCOC(=O)CN(C(=O)Cn1nnc2ccccc21)C(C(=O)NCCOC)c1ccccc1C (configuration not stated)	0.63	0.63	21
CC(C)Oc1ccc(C(=O)Nc2ccc(N(C)C)cc2)cc1	-0.7	-1.7	x
O=C(Cc1ccc(S(=O)(=O)N2CCOCC2)s1)Nc1ccc(N2CCOCC2)cc1	x	x	7
COc1ccc(Cl)cc1C(=O)N1CCN=C1SC	1.7	0.83	-210
COC(=O)Cc1c(O)ccn(Cc2ccc(F)cc2)c1=O	0.46	-0.62	x
Cc1c(NC(=S)NC(=O)c2cc3ccccc3o2)c(=O)n(-c2ccccc2)n1C	-0.34	-0.95	-37
Cc1ccc2[nH]c(=O)c(CN(C(=O)c3cccs3)c3ccccc3)cc2c1	-0.84	-1	x
COc1ccc2nc(N3C(=O)CC(Cc4cc(C)cc(C)c4)C3=O)sc2c1 (configuration not stated)	-0.54	0.02	39
CCN(CC)C(=O)/C(=C\c1cccc([N+](=O)[O-])c1)NC(=O)c1ccco1	-0.01	0.05	-39
COC(=O)C(NC(=O)CNS(=O)(=O)c1ccc(Br)cc1)c1ccccc1 (configuration not stated)	x	x	-275
Cc1sc2c(c1C)c(=O)n(-c1ccccc1)c1nncn21	-0.05	0.66	x
C=CCn1c(N)c(C(=O)N2CCN(C)CC2)sc1=S	-0.35	-0.02	-43
O=C(O)c1cc([N+](=O)[O-])ccc1NCCO	0.19	-0.34	0
O=C(Cc1ccc2c(c1)OCCO2)N1CCN(S(=O)(=O)c2ccccc2C(F)(F)F)CC1	-0.56	-0.88	11
N/N=c1\sc2ccccc2n1-c1ccccc1	-0.42	-0.4	21
CN(CC(=O)N1CCCc2c1c(=O)oc1ccc(O)cc21)Cc1ccccc1	-0.39	-1.2	2
Cc1noc2ncnc(Oc3ccc(F)cc3)c12	0.22	-0.47	x
Cc1ccc(N2CC(C(=O)N3CCN(c4ccccc4)CC3)CC2=O)cc1 (configuration not stated)	0.05	0.64	14
Cc1ccc(C(=O)N2CCN(C(=O)N3CCOCC3)CC2)cc1	0.2	0.87	-20
N#C/C(=C\c1cn(Cc2ccc(F)cc2)c2ccccc12)C(=O)NCc1ccco1	0.34	0.09	14

Single records, from the list above. Order of values: sdo1 growth | sdo1 growth Rescue 24 h | INS promoter inh
Results for Cc1sc2c(c1C)c(=O)n(-c1ccccc1)c1nncn21 : -0.05 | 0.66 | x
Results for COc1ccc(-c2nc3ccccc3n2Cc2ccccc2)cc1 : -1.3 | 0.24 | 1
Results for COC(=O)C(NC(=O)CNS(=O)(=O)c1ccc(Br)cc1)c1ccccc1 (configuration not stated) : x | x | -275
Results for Cc1c(NC(=S)NC(=O)c2cc3ccccc3o2)c(=O)n(-c2ccccc2)n1C : -0.34 | -0.95 | -37
Results for COc1cccc(OC)c1C(=O)NC(=S)Nc1cc(-c2nc3ccccc3[nH]2)ccc1Cl : 0.1 | 0.18 | 43

The list continues:
SMILES	sdo1 growth	sdo1 growth Rescue 24 h	INS promoter inh
O=C(Nc1ccc(Br)cc1F)c1ccncc1	0.82	0.15	8
O=[N+]([O-])c1ccc(Sc2cccc3cccnc23)c([N+](=O)[O-])c1	-1.1	-0.61	19
Cc1ccc2cc(C#N)c(N3CCCN(S(=O)(=O)c4ccc(F)cc4)CC3)nc2c1	-2.2	-1.6	-394
CC1CCCCC1NC(=O)CN1CCC(O)(c2ccc3c(c2)OCO3)CC1 (configuration not stated)	x	x	-44
COc1ccc(N2CCN(C(=S)Nc3cc(C)ccc3C)CC2)cc1	-0.22	-0.51	33
Cn1ccc(-c2ccccc2)n1	x	x	-6
CCc1cccc2cc3c(N)c(C(=O)Nc4ccc(S(=O)(=O)N5CCCC5)cc4)sc3nc12	-1.3	-0.31	-203
O=C(NCC(c1cccnc1)N1CCN(c2ccccc2)CC1)c1ccc2c(c1)OCO2 (configuration not stated)	-2.1	-0.73	0
Fc1ccc(-n2c(-c3ccc4ccccc4n3)n[nH]c2=S)cc1	x	x	11
Cc1cc(NC(=O)COc2cccc3cccnc23)no1	0.54	-1.1	19
COC(=O)c1c(NC(=O)COC(=O)c2ccc(C)s2)sc2c1CCCCC2	0.63	1.5	16
CCOCCn1c(=NC(=O)c2cc3ccccc3oc2=O)sc2cc(S(N)(=O)=O)ccc21	-0.52	-1.1	-20
Cn1nc([N+](=O)[O-])nc1N1CCOCC1	-0.1	-1.4	25
Cc1ccc(S(=O)(=O)N(C)CCCC(=O)n2nc(C)cc2C)cc1	-0.65	-1.3	25
CCOc1ccccc1N1CCN(C(=O)c2ccc3[nH]c4c(c3c2)CCCC4)CC1	-0.58	-0.79	29
S=C(Nc1ccc(Cl)cc1)c1sc(N2CCCCC2)nc1N1CCOCC1	0.53	2.7	-8
O=C(O)Cn1cnc2sc3c(c2c1=O)CCCC3	x	x	-54
CC1(c2ccc3ccccc3c2)NC(=O)N(CC(=O)NCc2cccs2)C1=O (configuration not stated)	-0.06	-0.2	6
O=C(NCC1CCCO1)C(=O)c1c[nH]c2ccccc12 (configuration not stated)	x	x	18
C=CCN(c1ccccc1)S(=O)(=O)c1cc(C(=O)NC2=NCCS2)ccc1Cl	x	x	-18
COc1ccc(N(C(C)C(=O)NC2CCCCCC2)S(C)(=O)=O)cc1 (configuration not stated)	0.67	0.86	11
CCOc1ccc(C(=O)NCc2ccccc2)cc1Br	-0.13	-0.05	-65
O=C(C1CC(c2ccc(F)cc2)=NO1)N1CCCCC1 (configuration not stated)	1	0.19	-12
CCc1ccc(-c2cn(-c3nc(C)cc(C)n3)c(=N)o2)cc1	-0.5	-1.1	34
Fc1ccc(-c2cc(-c3nnc4n3CCCCC4)c3ccccc3n2)cc1	0.08	1.2	-86
SMILES	sdo1 growth	sdo1 growth Rescue 24 h	INS promoter inh
Cc1csc(NC(=O)Cc2coc3cc(C)c(C(C)C)cc23)n1	-2.5	-1.7	6
Cn1ncc(C#N)c1/N=C/N1CCCCCC1	0.91	1.8	-26
COc1ccc(NC(=O)CSc2nc3ccccc3c(=O)n2-c2ccc3c(c2)OCO3)c(OC)c1	-0.98	-0.33	x
O=C(O)CNC(=S)N(Cc1ccccc1)Cc1ccccc1F	x	x	-29
Cc1onc(-c2c(F)cccc2Cl)c1C(=O)Nc1c(C)n(C)n(-c2ccccc2)c1=O	-0.53	-0.52	x
CCCC(=O)Nc1cccc(NC(=O)c2cccc([N+](=O)[O-])c2C)c1	1.8	2.7	13
CN(C)c1nc(C(=O)OCCO)nc(N(C)C)n1	-0.62	-0.84	-100
COc1ccc(/C=C/C(=O)Nc2cc(S(=O)(=O)N3CCCCC3)ccc2N2CCCCC2)cc1OC	1.5	2	-3
COc1ccc(-n2c(C)cc(C(=O)CN3C(=O)NC4(CCc5ccccc54)C3=O)c2C)cc1 (configuration not stated)	-0.71	0.19	-4
O=[N+]([O-])c1cc(C(F)(F)F)ccc1NCCc1c[nH]c2ccccc12	-1.5	-1.4	x
Cc1c(NC(=O)CSc2ccc(Cl)cc2)cccc1-c1nc2ncccc2o1	-0.9	-0.6	x
COc1ccccc1C(=O)N1CC2(C)CC1CC(C)(C)C2 (configuration not stated)	0.23	0.32	-39
COc1ccc(Cn2c(CCC(=O)O)nc3cccnc32)cc1	0.42	-0.34	-29
CCOC(=O)C1=C(c2ccccc2)OC(N)=C(C#N)C1c1cccs1 (configuration not stated)	0.48	-0.24	x
O=C(O)c1cc(Nc2nc(N3CCOCC3)nc(N3CCOCC3)n2)ccc1Cl	-0.38	-0.49	-56
O=c1ccc2cc(O)c(O)cc2o1	1.1	1.8	48
CSc1nsc(/C=C/Nc2ccc(C)cc2)c1C#N	-0.53	-1.1	-221
CCNC(=S)NNC(=O)Cc1ccccc1	-0.2	-0.6	10
COCCCNC(=S)N1CCN(c2ccc([N+](=O)[O-])cc2)CC1	1.5	1.3	x
CCCc1[nH]nc2c1C(c1ccc(OC(=O)N3CCOCC3)cc1)C(C#N)=C(N)O2 (configuration not stated)	0.83	0.6	9
Cc1ccc(S(=O)(=O)N2CCCC2C(=O)OCc2ccco2)cc1 (configuration not stated)	0.6	0.63	i
C/C(=N\OC(=O)c1ccc(Br)cc1)c1ccccn1	-1	0.2	16
Cc1ccc(S(=O)(=O)NCCOc2nc(N(C)C)nc(N3CCOCC3)n2)cc1	-0.06	-0.45	-26
CCOC(=O)c1cc2c(=O)n3cccc(C)c3nc2n(C)c1=N	0.52	0.75	-41
N#Cc1nc(-c2ccco2)oc1NCCc1ccccc1	-1.8	-1.7	-12

Arranged by count of non-hydrogen atoms (smallest number first): 5 of the compounds above
SMILES	sdo1 growth	sdo1 growth Rescue 24 h	INS promoter inh
CSc1nsc(/C=C/Nc2ccc(C)cc2)c1C#N	-0.53	-1.1	-221
N#Cc1nc(-c2ccco2)oc1NCCc1ccccc1	-1.8	-1.7	-12
COCCCNC(=S)N1CCN(c2ccc([N+](=O)[O-])cc2)CC1	1.5	1.3	x
COc1ccc(NC(=O)CSc2nc3ccccc3c(=O)n2-c2ccc3c(c2)OCO3)c(OC)c1	-0.98	-0.33	x
COc1ccc(/C=C/C(=O)Nc2cc(S(=O)(=O)N3CCCCC3)ccc2N2CCCCC2)cc1OC	1.5	2	-3

The listing continues:
SMILES	sdo1 growth	sdo1 growth Rescue 24 h	INS promoter inh
O=C(CSc1ccc2c(c1)OCCO2)Nc1ccc(Cl)cn1	-0.61	-0.88	-30
COC(=O)CSc1nc(C)c(Oc2ccccc2)c(=O)[nH]1	0.29	0.53	x
COc1ccc(CNC(=O)C/C(C)=N/NC(=O)C(c2ccccc2)c2ccccc2)cc1	0.28	0.29	x
Cn1c(SCC(=O)N/N=C/c2ccc([N+](=O)[O-])s2)nnc1-c1ccc(Cl)cc1	-2.4	-2.2	-66
CCCCc1ccc(NS(=O)(=O)c2cccs2)cc1	-2.8	-1.6	12
O=C(Nc1ccc2c3c(cccc13)CC2)c1cccc([N+](=O)[O-])c1	-0.07	1.1	x
CC1=NN(C(=O)COc2ccc(C)c(C)c2)C(O)(c2ccccc2)C1 (configuration not stated)	-0.36	-0.63	-27
CC(C)(C)c1ccc(/C=N/NC(=S)NCc2ccccc2)cc1	0.18	0.41	45
Cc1sc2ncnc(NCc3ccccc3)c2c1C	-2	-1.4	19
Cc1ccc(NC(=O)C2c3ccccc3Oc3ccccc32)nc1	x	x	-86
O=C(Nc1ccccc1-c1ccccc1)NC1CCN(C(=O)N2CCOCC2)CC1	0.24	0.59	-23
Cc1cccc(NC(=S)N2CCC(C(N)=O)(N3CCCCC3)CC2)c1C	x	x	17
COc1cc(C(N)=O)cc(Cl)c1OCc1ccccc1	-0.46	-0.21	17
Cc1cccc(Oc2ncc(-c3ccc(Cl)cc3)cn2)c1C	-2	0.49	34
CCOC(=O)N1CCC(N2C(=O)c3ccccc3C2Nc2ccc(C)cc2)CC1 (configuration not stated)	-1.2	-1.3	x
Cc1cccc(OCC(=O)Nc2cc(C)ccc2O)c1	-1.9	-0.9	0
Cn1c(C(=O)Nc2ccccc2)cc2sccc21	1.8	1.6	32
COc1cc(Cl)cc(C2NC(=O)NC(C)=C2C(C)=O)c1OCC(=O)O (configuration not stated)	-0.36	-0.76	31
COC(=O)NC(=S)N1CCOCC1	0.21	0.5	-25
Cn1c(=O)c2c(nc3sccn32)n(C)c1=O	-0.14	-0.23	8
COC(=O)c1ccc(NC(=O)CSc2nccn2CCc2ccccc2)cc1	-0.61	0.31	-26
COc1cccc(Nc2nnc(SCn3nnc4ccccc4c3=O)s2)c1	-0.87	-1.3	3
Cc1[nH]n(-c2ccc(Cl)cc2)c(=O)c1/C=N/c1nnc(-c2ccccc2)s1	-0.04	-0.77	52
CC(C)N(CC(N)=O)C(=O)c1sc2cc(F)ccc2c1Cl	x	x	-65
O=C(Cc1ccc(S(=O)(=O)N2CCCC2)s1)N1CCOCC1	1.7	-0.61	x
SMILES	sdo1 growth	sdo1 growth Rescue 24 h	INS promoter inh
Cc1nn(CC(=O)Nc2cccc(S(N)(=O)=O)c2)c(C)c1[N+](=O)[O-]	0.64	0.08	7
COc1cccc2cc(C(=O)C3=C(O)C(=O)N(CCCN4CCOCC4)C3c3ccncc3)oc12 (configuration not stated)	x	x	11
CCN(CC(=O)NC(=O)NCc1ccco1)Cc1nc2ccccc2c(=O)[nH]1	-0.85	-1.2	-180
O=C(CSc1ccccc1)Nc1nnc(/C=C/c2ccccc2)s1	-0.29	-0.52	x
CCOc1ccc(S(=O)(=O)Nc2cc(S(=O)(=O)N(CC)CC)ccc2N2CCCC2)cc1	0.78	0.48	-12
Cc1ccc(/C=N/N2C(=O)C3C(C2=O)C2C=CC3C23CC3)o1 (configuration not stated)	1.2	1.3	4
COc1ccc(/C=N\NC(=O)COc2ccc(C(C)(C)C)cc2)cc1Cn1nc(C)cc1C	-0.13	0.06	21
COc1ccc(/C=N\NC(=O)/C(=C\Nc2nccc(C)n2)NC(=O)c2ccccc2)cc1	0.5	0.39	-61
CC1(C)Cc2c(cnn2-c2ccccc2)C(=O)/C1=N\NC(=O)c1ccccc1	-0.88	-0.27	-40
Cn1c(=NCC(O)COc2ccccc2)sc2ccccc21 (configuration not stated)	-0.62	-0.55	39
CCCCN(CC)C(=O)c1ccc2c(c1)OCO2	0.98	0.72	11
